Bioassay records (PubChem)
Nrf2 ARE act = activates Nrf2 signaling. AREc32 ARE-luciferase reporter (MCF7-derived line), luminescence, 24 h. Potency, µM (series often up to 46.1 µM), inactives show top-dose activation, hits mostly activators. 410,000 compounds, 0.31% hits. AID 624171; further: % of control where 0% means no effect; nearly all actives have a fitted effect of over 65% in size
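Luminescent ARE reporter assay in AREc32_Fluc cells: overnight plating at 37 deg C, 24 hr compound incubation, Steady-Glo added, 30 min RT before reading.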
S2 tox = reduces viability in counter-screen for ATXN expression inhibitors; S2 cells (HEK-293 line with an ATXN2-luciferase reporter) viability, CellTiter-Fluor protease fluorescence, 24 h; Potency, µM (doses to about 56.7 µM), most hits filed as cytotoxic; 400,000 compounds, 0.49% hits; further: nearly all actives have a fitted effect of over 40% in size
ATXN2 expr inh = reduces ATXN2 reporter expression in HEK-293 cells. HEK-293 ATXN2-luciferase reporter, luminescence, 24 h. Potency, µM (series often up to 57 µM), inactives show at the top dose activity change, negative = inhibition, hits mostly inhibitors. 360,000 compounds, 0.72% hits; further: on the % scale 0 is the no-effect control and ±100 the full control effect; nearly all actives have a fitted effect of over 55% in size
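qHTS (up to 57 uM final) was run with 24 h compound exposure of reporter cells at 37 °C. Each well was multiplexed: SteadyGlo luminescence measured ATXN2-luciferase expression after a fluorogenic Gly-Phe-AFC viability readout (25 uM final).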
HepG2 viability = HepG2 cytotoxicity, counter-screen for TGF-b inhibitors; HepG2 CAGA-GFP viability, ATP luminescence, 18 h; Potency, µM (top dose mostly 46.1 µM), without a hit: top-dose activity change, negative = cytotoxicity, most hits filed as cytotoxic; 410,000 compounds, 0.76% hits; further: some results filed as inactive show a strong effect at the top dose
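CellTiter-Glo luminescence gave cytotoxicity after 18 hours at 37 degrees C. The cells were HepG2 CAGA-GFP in 1% FBS DMEM, stimulated with 500 pg/mL TGF-beta after compound addition. %Activity was normalised to no-cell wells (complete cell-killing) and DMSO (no toxicity), and curves were fitted and classified.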
EPAC2 antag = EPAC2 (human) antagonism; EPAC2 GEF exchange of Rap1B-BODIPY-GDP, fluorescence; 360,000 compounds, 0.18% hits; Potency, µM (titrated, usually from 114 µM), for inactives: at the top dose activity, negative = inhibition, most hits filed as inhibitors; Q8WZA2; further: on the % scale 0 is the no-effect control and ±100 the full control effect; nearly all actives have a fitted effect of over 45% in size; many of its hits are not listed in these tables
Target sequence (Q8WZA2 whole entry, looked up): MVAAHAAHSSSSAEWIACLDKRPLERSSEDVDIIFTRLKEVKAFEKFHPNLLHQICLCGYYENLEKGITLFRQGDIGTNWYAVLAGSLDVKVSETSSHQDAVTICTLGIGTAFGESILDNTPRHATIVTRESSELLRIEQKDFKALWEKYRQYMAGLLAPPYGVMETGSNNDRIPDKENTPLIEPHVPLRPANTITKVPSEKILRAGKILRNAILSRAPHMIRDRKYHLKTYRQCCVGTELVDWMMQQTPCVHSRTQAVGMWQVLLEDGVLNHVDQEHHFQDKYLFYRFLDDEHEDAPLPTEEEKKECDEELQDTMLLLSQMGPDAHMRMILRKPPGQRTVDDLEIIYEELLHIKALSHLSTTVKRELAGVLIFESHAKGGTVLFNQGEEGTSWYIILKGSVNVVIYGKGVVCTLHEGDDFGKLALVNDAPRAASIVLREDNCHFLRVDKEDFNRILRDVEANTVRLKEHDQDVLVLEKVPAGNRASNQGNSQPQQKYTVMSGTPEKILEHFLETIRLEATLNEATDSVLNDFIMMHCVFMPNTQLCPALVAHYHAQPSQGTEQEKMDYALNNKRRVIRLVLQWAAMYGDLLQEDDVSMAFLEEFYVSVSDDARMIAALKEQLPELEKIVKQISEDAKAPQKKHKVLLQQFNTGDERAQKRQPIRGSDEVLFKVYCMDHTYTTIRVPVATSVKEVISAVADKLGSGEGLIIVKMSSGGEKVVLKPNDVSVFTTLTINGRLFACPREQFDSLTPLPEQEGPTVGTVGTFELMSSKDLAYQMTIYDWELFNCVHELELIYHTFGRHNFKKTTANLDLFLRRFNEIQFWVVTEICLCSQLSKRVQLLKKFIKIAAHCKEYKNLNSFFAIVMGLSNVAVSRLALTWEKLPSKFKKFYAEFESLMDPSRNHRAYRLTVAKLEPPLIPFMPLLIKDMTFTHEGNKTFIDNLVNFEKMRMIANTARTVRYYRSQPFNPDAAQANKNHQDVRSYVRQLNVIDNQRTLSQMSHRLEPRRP
TGFb inhibitor = inhibitors of TGF-b signaling. HepG2 CAGA-GFP TGF-b/SMAD3 reporter, GFP fluorescence, 18 h; TGF-beta stimulated, 500 pg/mL final. Potency, µM (highest dose often 46.1 µM), without a hit: at the highest dose activity, negative = inhibition, hits mostly inhibitors. 410,000 compounds, 1.2% hits; further: on the % scale 0 is the no-effect control and ±100 the full control effect; nearly all actives have a fitted effect of over 65% in size
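Smad-responsive CAGA-GFP expression was quantified in HEPG2 cells exposed to compounds and 500 pg/mL final TGF-beta for 18 h at 37 degrees C; unstimulated wells defined full inhibition.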
A549 viability = kills or reduces viability of A549 cells in Nrf2 counter-screen; A549 ARE-Fluc cells, CellTiter-Fluor viability, 18-24 h; Potency, µM (titrated, usually from 46 µM), for the others: top-dose activity change, negative = cytotoxicity, usual class: inhibitors; 390,000 compounds, 0.16% hits; AID 504648; further: on the % scale 0 is the no-effect control and ±100 the full control effect
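A549 ARE_Fluc cells in 5% FBS OPTI-MEM were exposed to compounds in concentration-response for 18-24 h at 37 deg C. Viability was read by CellTiter-Fluor fluorescence (Ex 405/Em 525) after 30 min, before the luciferase read.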
MCF10A rereplic = inducers of DNA re-replication in MCF 10A breast cells; MCF 10A DNA re-replication, Hoechst nuclear intensity, 48 h; Potency, µM (top dose mostly 46.1 µM), for the others: top-dose activity, positive = re-replication, hits mostly activators; 350,000 compounds, 2.9% hits; further: % of control where 0% means no effect; nearly all actives have a fitted effect of over 50% in size
Nrf2 block = Nrf2 pathway inhibition; Potency, µM (series often up to 46 µM), without a hit: at the highest dose activity change, negative = inhibition, usual class: inhibitors; 360,000 compounds, 2.1% hits; A549 ARE-Fluc reporter, luciferase luminescence, 18-24 h; further: on the % scale 0 is the no-effect control and ±100 the full control effect; nearly all actives have a fitted effect of over 60% in size
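Cells were seeded and rested 2 h, then exposed to compounds for 18-24 h. CellTiter-Fluor was read first as a viability measure. BugLite was added 15 min before the final luminescent read of ARE-luciferase activity in A549 cells.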
* = called active by the depositor; i = inactive; ? = inconclusive; nt = no result given; [ ] = another dose, or the depositor's remark. The call rests on the fitted dose curve; in most records, active means well fitted curve in the direction sought with a large enough effect; inconclusive means small, poorly fitted or top-dose-only effect, or another doubt; inactive means no such curve, though single readings can be large; an effect the other way counts as inactive or inconclusive. Potency means the concentration at half of the fitted maximal effect. The list is partial (hit frequency here may not be typical).

molecule	Nrf2 ARE act	S2 tox	ATXN2 expr inh	HepG2 viability	EPAC2 antag	TGFb inhibitor	A549 viability	MCF10A rereplic	Nrf2 block
CN1CCN(c2ccc(C(=O)c3ccc(F)cc3)cc2)CC1	0.7%	i	27%	-22%	-3%	12%	-5%	?	?
O=S(=O)(NCCOC12CC3CC(CC(C3)C1)C2)c1cccc2nsnc12	0.4%	i	2%	-17%	-7%	11%	1%	12%	nt
O=C(CCn1nc(-c2ccccc2)c2ccccc2c1=O)Nc1ccccc1	0.7%	i	-15%	0%	nt	-7%	-7%	nt	-15%
Cc1cc(C)c(C)c(S(=O)(=O)N2CCN(C(=O)c3ccc4c(=O)n5c(nc4c3)CCC5)CC2)c1C	0.2%	i	2%	-26%	-8%	-24%	-3%	10%	-18%
O=C(Cn1nc2c(cc1=O)CCCC2)NCc1ccc(Cl)cc1	-1.3%	nt	nt	-6%	nt	?	-18%	nt	nt
CC(=O)N1CCN(Cc2nc(-c3cccc(Cl)c3)no2)CC1	0.9%	i	14%	-14%	-8%	3%	9%	-22%	18%
O=C(c1ccc(S(=O)(=O)NCc2ccco2)cc1)N1CCN(Cc2ccccc2)CC1	3.5%	i	-23%	-21%	-3%	-21%	-4%	?	-14%
COCCN1C(=O)c2ccc(C(=O)Nc3nccs3)cc2C1=O	-0.5%	i	3%	0%	2%	-1%	-1%	?	-12%
Cn1cc(C(=O)C(=O)N2CCCc3ccccc32)c2ccccc21	4.8%	i	-20%	-40%	3%	-9%	?	?	-22%
CC(C)OCCCN(C)C1CCN(S(=O)(=O)c2ccc(-c3ccc(=O)[nH]n3)s2)CC1	0.2%	i	15%	-2%	3%	5%	?	1%	19%
N#Cc1ccccc1OCCn1cncn1	-0.7%	i	nt	-4%	5%	1%	8%	?	9%
COc1ccc(C2/C(=C(\O)c3ccc(OC)c(Cl)c3)C(=O)C(=O)N2CCN(C)C)cc1 (stereo not drawn)	-0.7%	i	6%	-3%	2%	-7%	-2%	1%	?
CCc1nn(CC(=O)NCCCN(CC(C)C)CC(C)C)c(=O)c2cc3sc(C)cc3n12	0.1%	nt	nt	1%	nt	3%	-9%	nt	?
COC(=O)c1ccc(C(=O)N2CCCC(Nc3ccc(C(C)C)cc3)C2)cc1 (stereo not drawn)	3.6%	i	?	-4%	-17%	-16%	1%	27%	?
C=CCn1c(SCC(C)=O)nc2scc(-c3ccc(C)o3)c2c1=O	5.6%	i	83%[activator]	-7%	-1%	2%	-2%	?	?
O=S(=O)(c1ccc(Cl)nc1)N1CCC(Cc2ccccc2)CC1	0.2%	i	-16%	3%	5%	15%	5%	10%	21%
C[C@@H]1NC(=O)[C@H](CCC(N)=O)NC(=O)c2cc([N+](=O)[O-])cc(I)c2NCCC[C@@H](C(N)=O)NC1=O	0.1%	?	-6%	-24%	22%	6%	-20%	72%	3%
CCCCN(C(=O)c1ccc(Cl)c([N+](=O)[O-])c1)c1c(N)n(CCC)c(=O)[nH]c1=O	2.5%	?	-7%	7%	0%	?	0%	-3%	12%
OC(c1ccccn1)c1c[nH]c2ccccc12 (stereo not drawn)	3.3%	i	12%	-24%	-4%	2%	0%	-1%	11%
Cc1ccc2oc(C(=O)NCCC3CCCCO3)c(C)c2c1 (stereo not drawn)	-1.2%	i	-2%	-25%	-11%	-17%	12%	9%	?
Cn1c(SCc2n[nH]c(=S)n2-c2ccccc2)nnc1-c1ccccc1	0.1%	i	-5%	19%	-5%	0%	-2%	-1%	-12%
CC(C)N1CCC(N2CCN(Cc3ccc(-c4ccc(Cl)cc4)o3)CC2CCO)CC1 (stereo not drawn)	4.5%	i	-5%	-28%	0%	0%	-17%	62%	7%
CC(Oc1ccc2c(c1)oc(=O)c1ccccc12)C(=O)NCC1CCC(C(=O)O)CC1 (stereo not drawn)	2.6%	i	2%	10%	-1%	24%	16%	1%	2%
CCn1c(COc2ccc(=O)n(-c3ccccc3)n2)nnc1SCc1ccc(C)cc1	-0.1%	i	1%	-1%	7%	-39%	2%	2%	6%
COc1ccc(N2CC(NC(=O)N(C)CCC#N)CC2=O)cc1 (stereo not drawn)	0.0%	i	1%	10%	-6%	0%	5%	0%	-31%

Next compounds:
molecule	Nrf2 ARE act	S2 tox	ATXN2 expr inh	HepG2 viability	EPAC2 antag	TGFb inhibitor	A549 viability	MCF10A rereplic	Nrf2 block
CCOc1nc(C)cc(C)c1S(=O)(=O)c1ccc(Cl)cc1	-0.2%	i	-11%	-13%	?	2%	3%	3%	15%
Nc1oc2ccccc2c(=O)c1C=O	0.1%	?	1%	0%	7%	4%	-3%	0%	2%
CC(C)C[C@H](NC(=O)OC(C)(C)C)c1nnc(SCc2cccc(F)c2)o1	2.9%	i	-29%	-3%	?	?	nt	7%	?
COc1ccc(OCCNC(=O)/C=C/c2ccc([N+](=O)[O-])cc2)cc1	-0.8%	i	-1%	2%	2%	-1%	-1%	-8%	10%
COC(=O)c1sc2nc(-c3ccccc3)c3c(c2c1N)CCCC3	0.2%	i	-7%	-5%	-5%	10%	19%	?	9%
CC1Cc2ccccc2N1S(=O)(=O)c1cccc(C(=O)NNC(=O)c2ccccc2F)c1 (stereo not drawn)	0.5%	i	nt	-1%	9%	-13%	1%	?	-26%
O=C1[C@H]2[C@@H](c3ccc(F)cc3)N3C(=O)N(c4cccc(Br)c4)C(=O)[C@@]3(Cc3ccccc3)[C@H]2C(=O)N1C1CCCCC1	0.0%	i	1%	-46%	-12%	-31%	-1%	3%	?
CCCn1c(SCC(=O)Nc2c(C)cccc2C)nnc1C(C)C	0.0%	i	-16%	-13%	9%	-21%	-18%	-5%	11%
COc1ccccc1N1CCN(C(=O)C2CCN(S(=O)(=O)c3cccs3)CC2)CC1	3.6%	i	12%	-22%	nt	-8%	8%	nt	10%
CC(=O)c1c(C)[nH]c(C(=O)N2CCc3ccccc32)c1C	0.4%	i	35%[activator]	-29%	7%	-14%	-12%	2%	25%
C/C(Cn1nc([N+](=O)[O-])cc1C)=N\NC(=O)COc1ccc(Cl)cc1Cl	0.2%	i	9%	-2%	-5%	-3%	-13%	5%	-15%
CCOC(=O)Cn1c(=O)oc2cc(S(=O)(=O)N3CCCc4ccccc43)ccc21	-1.3%	i	-18%	3%	-11%	-2%	6%	?	3%
COc1cc(OC)cc(C(=O)NNC(=O)CCc2ccccc2)c1	2.9%	?	-13%	-2%	1%	0%	0%	-1%	-10%
O=[N+]([O-])c1ccc(C(O)CN2CCN(Cc3ccccc3)CC2)cc1 (stereo not drawn)	2.2%	i	-14%	-6%	-6%	0%	-3%	5%	6%
COC(=O)c1cccnc1NC(=S)NC(C)C	2.9%	i	-23%	-34%	14%	19%	-1%	-1%	-16%
CC1(C)c2[nH]c3ccccc3c2C[C@H]2C(=O)N(Cc3cccc(F)c3)C(=O)N21	-3.4%	i	?	-1%	-17%	-28%	-1%	?	?
CCCCCNC(=O)Cc1cc(=O)[nH]c(=O)[nH]1	-0.7%	i	1%	-8%	-4%	-1%	-5%	4%	4%
CCOC(=O)CSc1nnc(NC(=O)c2cccc(S(=O)(=O)N3CCCCC3)c2)s1	-0.3%	i	5%	3%	20%	0%	1%	22%	0%
N#CCc1nc(CSc2nc3ccccc3s2)cs1	5.2%	i	50%[activator]	5%	-1%	-7%	-6%	-2%	-1%
O=C(OCCN1C(=O)c2ccccc2C1=O)c1cc2ccccc2o1	-0.1%	i	-2%	-1%	-7%	?	-3%	5%	-11%
Cc1cccc(NC(=O)/C(C#N)=C/c2ccc(Cl)cc2)n1	-0.5%	i	nt	4%	5%	3%	0%	23%	-2%

Given with two lines to a compound: part of the list above
Results follow in this order: Nrf2 ARE act	S2 tox	ATXN2 expr inh	HepG2 viability	EPAC2 antag	TGFb inhibitor	A549 viability	MCF10A rereplic	Nrf2 block
C/C(Cn1nc([N+](=O)[O-])cc1C)=N\NC(=O)COc1ccc(Cl)cc1Cl
  0.2%	i	9%	-2%	-5%	-3%	-13%	5%	-15%
CCOC(=O)Cn1c(=O)oc2cc(S(=O)(=O)N3CCCc4ccccc43)ccc21
  -1.3%	i	-18%	3%	-11%	-2%	6%	?	3%
COc1cc(OC)cc(C(=O)NNC(=O)CCc2ccccc2)c1
  2.9%	?	-13%	-2%	1%	0%	0%	-1%	-10%
O=[N+]([O-])c1ccc(C(O)CN2CCN(Cc3ccccc3)CC2)cc1 (stereo not drawn)
  2.2%	i	-14%	-6%	-6%	0%	-3%	5%	6%
COC(=O)c1cccnc1NC(=S)NC(C)C
  2.9%	i	-23%	-34%	14%	19%	-1%	-1%	-16%
CC1(C)c2[nH]c3ccccc3c2C[C@H]2C(=O)N(Cc3cccc(F)c3)C(=O)N21
  -3.4%	i	?	-1%	-17%	-28%	-1%	?	?
CCCCCNC(=O)Cc1cc(=O)[nH]c(=O)[nH]1
  -0.7%	i	1%	-8%	-4%	-1%	-5%	4%	4%
CCOC(=O)CSc1nnc(NC(=O)c2cccc(S(=O)(=O)N3CCCCC3)c2)s1
  -0.3%	i	5%	3%	20%	0%	1%	22%	0%
N#CCc1nc(CSc2nc3ccccc3s2)cs1
  5.2%	i	50%[activator]	5%	-1%	-7%	-6%	-2%	-1%
O=C(OCCN1C(=O)c2ccccc2C1=O)c1cc2ccccc2o1
  -0.1%	i	-2%	-1%	-7%	?	-3%	5%	-11%
Cc1cccc(NC(=O)/C(C#N)=C/c2ccc(Cl)cc2)n1
  -0.5%	i	nt	4%	5%	3%	0%	23%	-2%
